Bioassay records from PubChem.
PvdQ inh = blocks Pseudomonas aeruginosa PvdQ acylase activity; purified PvdQ acylase, fluorescence plate reader; inhibition, % at 10 µM; actives 0.063% (n = 340,000); AID 488965; in the data active = inhibition above about 30%, passing the limit was not always enough; inconclusive = no clear call, values can overlap the other calls;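 note: 0% = vehicle neutral wells and 100% = reference inhibitor wells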
NSD2 inh = blocks human histone methyltransferase NSD2. NSD2 peptide methylation, AlphaScreen, 120 min. inhibition, % at 12.5 µM. actives 0.54% (n = 310,000). AID 743445; in the data active = inhibition above about 50%
SR-BI uptake up = activators of SR-BI mediated HDL lipid uptake; CHO ldlA[mSR-BI] cells, DiI-HDL uptake fluorescence, 3 h; 100 = double the neutral-control signal; activation, % at 12.5 µM; actives 0.096% (n = 320,000);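 active = mean replicate activation of at least 60% and every replicate at or above 60%; inconclusive = mean or all-replicate condition met, but not both; inactive = mean below 60% and not all replicates reaching 60%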;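 note: 0% = median plate neutral-control signal and 100% = twice that signal; values of inactives mirror those of a sister screen read the other way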
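Material – SR-BI-overexpressing, LDLR-lacking CHO cells · Medium – BSA-supplemented, HEPES-buffered Ham's F12, pH 7.4 · Doses – single concentration · Times – compound with DiI-HDL co-incubation, 3 h at 37 °C · Measured by – bottom-read fluorescence, 550/595 nm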
CAL PDZ FP-1 = blocks peptide binding to the human CAL PDZ domain | purified CAL PDZ, TMR-peptide fluorescence polarization, 1 h | Q9HD26 | inhibition, % at 24.9 µM | AID 602252 | actives 0.92% (n = 300,000);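 active = mean inhibition of at least 30% with at least half of replicates also reaching 30%; inconclusive = no clear call, values can overlap the other calls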;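 note: 0% = DMSO neutral control and 100% = excess unlabeled competitor peptide PRC23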
CAL PDZ FP-2 = human CAL PDZ-peptide interaction inhibition. purified CAL PDZ, TMR-peptide fluorescence polarization, 1 h. inhibition, % at 20 µM. Q9HD26. actives 0.02% (n = 330,000). AID 504414;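 active = highest replicate inhibition of at least 40%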;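 note: plate controls were DMSO neutral control wells for no effect and unlabeled competitor peptide control wells for full effect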
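Test system: purified CerCALP PDZ construct; Compound dosing: one concentration, 20 µM compound; Also added: TMR-labelled reporter peptide T*-PRC34 bound in PDZ groove; Read-out: inhibition from polarization loss; Controls: unlabelled peptide and DMSO controls; Signal: FP readout, S and P plane fluorescence; Incubation: 1 h at RT.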
PfHsp90 set2 = growth inhibition of yeast expressing Plasmodium Hsp90; S. cerevisiae expressing PfHsp90, BacTiter-Glo ATP, 48 h; yeast lacking PDR1 and PDR3 efflux regulators; inhibition, % at 9.4 µM; actives 0.32% (n = 310,000); AID 504621;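 active = every replicate shows inhibition above about 80%, whatever the replicate mean, limit read from the data; inconclusive = mean inhibition reaches the set limit but some replicate falls short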;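 note: 0% = DMSO neutral controls and 100% = 20 µM radicicol positive controls; yeast relying on Plasmodium falciparum Hsp90 in place of its own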
Rtt109 Vps75 = C. albicans Rtt109 histone acetyltransferase inhibition. Q5AAJ8. purified Rtt109/Vps75, ThioGlo CoA-SH fluorescence, 4 h. inhibition, % at 34.9 µM. actives 0.16% (n = 330,000). AID 540336;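 active = inhibition of at least 50% in every replicate; inconclusive = best replicate reaches 50% inhibition but some replicates fall short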
Target sequence (Q5AAJ8 whole entry, looked up): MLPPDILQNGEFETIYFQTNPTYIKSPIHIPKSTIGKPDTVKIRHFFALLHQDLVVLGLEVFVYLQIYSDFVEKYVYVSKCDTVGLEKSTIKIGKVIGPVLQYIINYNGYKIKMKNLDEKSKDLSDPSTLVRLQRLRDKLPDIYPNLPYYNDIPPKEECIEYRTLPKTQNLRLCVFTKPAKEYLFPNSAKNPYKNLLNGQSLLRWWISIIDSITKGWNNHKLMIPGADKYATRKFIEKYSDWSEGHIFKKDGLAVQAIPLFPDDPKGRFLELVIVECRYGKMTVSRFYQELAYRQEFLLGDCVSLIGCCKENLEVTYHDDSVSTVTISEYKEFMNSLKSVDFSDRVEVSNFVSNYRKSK
SR-BI DiI inh = inhibitors of mouse SR-BI mediated HDL lipid uptake; Q61009; ldlA[mSR-BI] CHO cells, DiI-HDL uptake fluorescence, 3 h; inhibition, % at 12.5 µM; actives 0.96% (n = 320,000);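 active = mean replicate inhibition of at least 70% and a set share of replicates each scoring 70 or more; inconclusive = meets just one of the two criteria; inactive = fails both criteria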;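 note: 0% = median of neutral control wells and 100% = median of positive control wells; values of inactives mirror those of a sister screen read the other way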
MITF TRPM1 HTS = increases MITF-driven TRPM1 promoter luciferase signal; SK-MEL-5 TRPM1-promoter luciferase, 24 h; % of positive control, neutral wells = 0; actives 0.75% (n = 300,000); activation, % at 12.5 µM;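 active = mean activation of at least 80% with every replicate also reaching 80%; inconclusive = mean reaches 80% but some replicate falls short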;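 note: 0% = neutral control wells and 100% = parthenolide positive control wells; values of inactives mirror those of a sister screen read the other way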
dFosB act = enhances mouse delta FosB homodimer DNA binding; P13346; purified delta FosB, TAMRA-CDK5 oligo fluorescence polarization; percent of positive-control signal above neutral wells; activation, % at 25 µM; actives 0.99% (n = 340,000); AID 493131;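 active = mean activation above about 17%, with every replicate also reaching it, limit read from the data, passing the limit was not always enough; inconclusive = only one of the two conditions met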;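 note: fluorescence polarization rise as delta FosB binds a TAMRA Cdk5 AP-1 oligo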
Target sequence (P13346 whole entry, looked up): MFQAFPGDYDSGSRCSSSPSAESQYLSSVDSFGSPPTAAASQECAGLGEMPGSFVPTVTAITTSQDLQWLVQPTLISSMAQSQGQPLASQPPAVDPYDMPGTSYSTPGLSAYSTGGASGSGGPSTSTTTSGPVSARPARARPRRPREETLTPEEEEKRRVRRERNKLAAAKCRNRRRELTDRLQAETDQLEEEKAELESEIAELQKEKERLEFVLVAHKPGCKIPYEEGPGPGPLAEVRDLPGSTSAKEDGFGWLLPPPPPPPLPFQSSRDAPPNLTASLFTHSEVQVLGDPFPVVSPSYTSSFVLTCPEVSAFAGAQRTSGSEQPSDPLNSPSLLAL
* hit, by the source's call; u = inconclusive; x = not tested or not shown.

Values run as follows: PvdQ inh, NSD2 inh, SR-BI uptake up, CAL PDZ FP-1, CAL PDZ FP-2, PfHsp90 set2, Rtt109 Vps75, SR-BI DiI inh, MITF TRPM1 HTS, dFosB act
1	COc1cccc(NC(=O)CSc2nnc(-c3cc(C)[nH]n3)n2N)c1
 : -12, -3, x, -2, -2.7, 15, 2, 19, 5, -2
2	Cc1ccc(CNC(=O)Nc2cccc(C)c2)cc1
 : -11, -5, 25, -2, -1.4, -21, x, -25, u, 1
3	COc1ccc(C(=O)/C(=C/c2cccs2)c2nc3ccccc3o2)cc1
 : -4, 8, -8, -2, -3.0, -12, -8, 8, 7, -11
4	CC(=O)C1=C(O)C(=O)N(Cc2cccnc2)C1c1ccc(Cl)cc1 (stereo unspecified)
 : -7, x, 16, -2, -0.2, -13, -2, -16, -3, 4
5	CCC(CC)C(=O)NCc1ccccc1OC
 : -16, -8, -18, x, -0.9, -7, -2, 18, 4, 0
6	CCCc1nnc(NC(=O)Cn2c(=O)oc3cc(Br)ccc32)s1
 : -17, 0, 22, x, -0.1, 3, 8, -22, -7, 14
7	CC1CC(C)CN(C(=O)C(C)N2CCN(S(=O)(=O)c3ccc(C(F)(F)F)cc3)CC2)C1 (stereo unspecified)
 : -6, 1, 27, -1, -1.0, -8, 15, -27, -2, -17
8	O=C1N/C(=C\c2ccc(O)cc2)C(=O)c2ccccc21
 : -12, 1, 0, 12, -1.5, x, 24, 0, -43, -14
9	CCCC(=O)Nc1c(C(=O)OCC)oc2ccccc12
 : 9, 1, 33, -3, 1.7, 2, 20, -33, 11, -1
10	CN1c2ccsc2C(O)=C(C(=O)Nc2ccccc2)S1(=O)=O
 : -3, 0, x, -14, -2.7, 40, -1, -17, 6, -2
11	COc1ccccc1/C=N/NC(=O)CN(C1=NS(=O)(=O)c2ccccc21)c1ccccc1
 : 13, 1, 0, 6, -2.1, 6, 6, 0, 4, -6
12	CCCN(CC(=O)Nc1ccccc1C)C(=O)COc1c(Cl)cccc1Cl
 : -10, 0, -41, -2, -1.6, 25, -1, 41, 2, -13
13	C/C(CCc1ccc2c(c1)OCO2)=N\N=C(/N)SC1CC(=O)N(c2ccc(Cl)cc2)C1=O (stereo unspecified)
 : 3, x, -68, -2, -1.7, -10, x, 68, -2, -14
14	COc1ccc(CCN2C(=O)CC(NCCc3ccc(S(N)(=O)=O)cc3)C2=O)cc1OC (stereo unspecified)
 : -8, 27, -10, 2, 0.4, 64, -9, 10, -1, -7
15	COc1cc(-c2noc(C)c2C(=O)N[C@@H](CO)Cc2ccccc2)cc(OC)c1OC
 : -17, x, -7, -5, 0.6, -4, 11, 7, -8, 1
16	COc1ccc(C2(C)NC(=O)N(CC(=O)NC(C)c3ccc(CC(C)C)cc3)C2=O)cc1 (stereo unspecified)
 : -5, 0, -8, -1, 0.5, 48, 1, 8, -20, -25
17	CCOC(=O)[C@@H]1[C@H]2COc3ccc(Br)cc3[C@H]2N2C(=O)N(c3cccc(F)c3)C(=O)[C@]12C
 : -15, x, 17, -3, -0.9, u, 0, -17, 13, -8
18	CCC(=O)OCC(=O)c1cc(C)n(-c2ccc(Br)cc2)c1C
 : 3, 6, 5, -1, -0.7, -4, 5, -5, -19, -1
19	COc1cc(/C=N/NC(=O)c2ccccc2)ccc1OS(=O)(=O)c1ccccc1
 : -13, -3, -61, 21, -4.2, 3, 6, 61, 13, -10
20	COc1ccc(NC(=O)CSc2nnc3ccc(-c4ccncc4)nn23)cc1
 : -7, 1, -1, x, -0.6, -7, -4, 1, 22, -2
21	CCOC(=O)c1sc2ncn(/N=C/N(C)C)c(=O)c2c1C
 : -4, -2, 9, -3, -2.2, 5, -6, -9, 8, -8
22	COCCn1c(Cc2ccccc2)nnc1SCC(=O)Nc1cc(C)on1
 : -12, 0, 12, -4, x, 2, 5, -12, -5, 1
23	Cn1c(SCC(=O)Nc2nccs2)nnc1-c1ccncc1
 : -9, -4, 16, 10, -2.0, 5, 1, -16, x, -5
24	Cc1cc(C(=O)COC(=O)c2ccc(CO)cc2)c(C)n1CC1COc2ccccc2O1 (stereo unspecified)
 : -6, 1, -52, -2, -2.4, -1, 2, 52, -4, -1
25	COc1ccc2nc(NC(=O)CSc3nc(C)cc(C)n3)sc2c1
 : -8, x, -25, -8, -3.2, -11, -3, 25, 4, -7
26	Cn1c(SCC(=O)N/N=C/c2cccs2)nc2ccccc21
 : -7, 0, 37, -8, -0.9, x, -2, -37, 4, -3
27	Cc1ccc(-c2cc(C(=O)N3CCCc4ccccc43)c3ccccc3n2)cc1
 : 9, x, -13, x, -1.1, -13, 1, 13, 9, -16
28	Cn1c(=O)n(C)c2cc(S(=O)(=O)NCc3ccco3)ccc21
 : -6, 0, 25, -11, -0.8, 0, 10, -25, 3, -1
29	O=C(CN1C(=O)CS/C1=C\c1nc(-c2ccc(Cl)cc2)cs1)Nc1cccnc1Cl
 : 2, 2, -26, -3, 4.1, -4, -14, 26, -10, -2
30	CCOc1ccc(N(CC(=O)NN=C2CCCC2)S(C)(=O)=O)cc1
 : -1, -1, 23, 0, -2.4, 4, x, -23, -4, -9
31	Cc1ccccc1OCC(=O)Nc1cccc(C(=O)O)c1
 : -6, -3, 3, -1, -2.7, 3, -5, -3, -92, 6
32	COC(=O)c1csc(S(=O)(=O)N2CCOCC2)c1OC
 : -15, x, 5, -9, 0.2, -6, 1, -5, 7, 4
33	Cc1nc(NC(=O)c2ccccc2)sc1-c1csc(Nc2ccc(C(=O)O)cc2)n1
 : 2, 11, -13, -3, -0.4, 26, 14, 13, 28, 4
34	CN1CCN(C(=O)c2ccc(Cl)cc2)CC1
 : -24, -2, 8, 1, 0.0, 2, 1, -8, 0, -2
35	COC(=O)CSc1[nH]c2ccccc2c1[N+](=O)[O-]
 : 5, 1, x, 7, 0.1, 18, -112, x, -2, 3
36	CN(C)S(=O)(=O)N(CC(=O)N1CCN(c2ccccc2)CC1)c1ccccc1
 : -16, x, -5, -3, -2.3, -23, 3, 5, 3, 1
37	CC(NC(=O)COC(=O)c1ccc2c(=O)n3c(nc2c1)CCCCC3)c1ccccc1 (stereo unspecified)
 : -2, -1, 1, -8, -0.4, 4, -3, -1, 12, -15
38	COc1cc(C(=O)Nc2ccc3nc(N4CCN(C)CC4)cc(C)c3c2)cc(OC)c1OC
 : 4, 6, -24, 8, -0.2, 6, 7, 24, x, 8
39	Cc1ccc(-n2nc(C)c(C(C)(O)C(F)(F)F)c2N)cc1 (stereo unspecified)
 : -16, -2, 19, 0, 0.3, -20, 0, -19, 10, -3
40	O=C(c1ccc2c(=O)n(Cc3ccc4c(c3)OCO4)c(=S)[nH]c2c1)N1CCCCC1
 : 1, 11, -22, -5, 0.5, -6, 10, 22, -7, 8
41	COc1cccc(C(=O)COc2ccc3ccc(=O)oc3c2)c1
 : 1, -3, -35, -1, -1.5, -9, -5, 35, 23, 3
42	COc1ccc(C(C(=O)NC2CCCC2)N(CCCO)C(=O)c2snc(C(N)=O)c2N)cc1 (stereo unspecified)
 : -14, 19, 13, -2, -0.8, 18, -2, -13, 5, -1
43	O=C(Nc1ccc(Br)cc1)N1CCCCC1
 : -13, -2, 4, 0, -0.7, -21, -6, -4, 51, 0
44	CCCS(=O)(=O)NCCc1cc2ccc(OC)cc2[nH]c1=O
 : -11, x, -8, x, -1.0, -19, 6, 8, 14, -11
45	CN(C)S(=O)(=O)c1ccc(C(=O)Nc2ccc(Cl)cc2)cc1
 : -13, x, -8, x, -2.8, 3, -3, 8, 31, -8
46	CC(=O)c1ccc(N=C2C(=O)Nc3ccccc32)cc1
 : 11, x, 22, 2, -1.1, -1, -9, -22, x, 3
47	CCOc1ccccc1NC(=O)COC(=O)c1ccc(S(=O)(=O)N2CCCC2)cc1
 : -1, 0, -14, -2, -4.1, 6, 1, 14, -1, -14
48	Cc1cc(C)cc(C(=O)NCCC(=O)N2CCC3(CC2)NCCc2[nH]cnc23)c1
 : -11, 2, 12, -1, -2.5, -13, -5, -12, 5, -6
49	COC(=O)C1=CN(c2cc(C)cc(C)c2)C=C(C(=O)OC)C1c1ccc(OC)c(O)c1
 : 3, -3, -3, -3, 0.0, -1, 2, 3, 12, -10
50	Cc1cc(=O)c2cc(Br)ccc2n1CC(=O)NCc1ccccc1
 : -3, 1, -7, -7, 0.8, 16, -1, 7, 12, 4
51	Cc1ccccc1C(=O)N/N=C/c1ccc(OCC(=O)N2CCCCC2)cc1
 : 4, 5, -5, 14, 0.7, 3, -2, 5, 1, -13
